# Compound activity as filed in PubChem BioAssay.
# LYP inhibition = LYP phosphatase inhibitors, primary screen, biochemical, DiFMUP fluorescence, recombinant catalytic domain, 10 µM (AID 606). inhibition, % at 10 µM, or IC50 in µM where a hit was titrated. recombinant LYP catalytic domain, DiFMUP fluorescence; higher % means a stronger effect. 52,000 tested, under 10 active;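 active = IC50 under 40 µM in the dose-response test; inactive = IC50 of 40 µM or more, or never dose-tested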
# DPM-DC inhibit = blocks S. pneumoniae diphosphomevalonate decarboxylase | purified DPM-DC, PK/LDH coupled NADH fluorescence | 0.49% of 65,000 active | calls only at 10 µM;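 active = the 320 compounds with the highest percent inhibition in the single-dose primary screen, excluding strongly autofluorescent ones, cut at about 32% in these data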;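 note: kinetic rate of NADH fluorescence loss reporting ADP formed by the decarboxylase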
# MK inhibit = S. pneumoniae mevalonate kinase inhibition; purified MK, PK/LDH-coupled NADH absorbance 340 nm; inhibition, % at 10 µM; 0.48% of 65,000 active;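 active = ranked among the strongest by inhibition in the single 10 µM screen, a fixed top-ranked set picked for dose follow-up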; note: no value below 0 was filed
# PMK inhibit = S. pneumoniae PMK inhibition; purified PMK, PK/LDH-coupled NADH absorbance 340 nm; inhibition, % at 10 µM; 0.49% of 65,000 active;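 active = top-ranked compounds by inhibition in the single 10 µM screen, taking a fixed number of the strongest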;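 note: 0% = full reaction with DMSO carrier and 100% = background rate without enzyme reaction; no value below 0 was filed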
# Bfl-1 displacement = Bfl-1 inhibitors, primary screen, biochemical, fluorescence polarization, FITC-Bid, mouse (AID 432); FITC-Bid BH3 peptide fluorescence polarization displacement; higher % means a stronger effect; displacement, % at 20 µM, or IC50 in µM where a hit was titrated; 0.02% of 64,000 active; in the data active = a potency from the dose series; inactive = the rest, 99 in 100 with displacement below about 15%; note: strong numbers were not always called active
# HT1080 viability = HT1080 cell viability loss – fluorescence readout (AID 620); one-dose cytotoxicity, % at 10 µM; EC50 in µM for titrated hits; 0.42% of 87,000 active; HT1080 viability, fluorescence; higher % means a stronger effect;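 note: cells exposed to compound overnight then 4 h with Alamar Blue; 0% = vehicle DMSO and 100% = killing control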
# Alkaline phosphatase = human TNAP enzyme inhibitors, biochemical, luminescent (AID 518); inhibition, % at 20 µM, or IC50 in µM where a hit was titrated; 0.09% of 64,000 active; purified TNAP enzyme, luminescent substrate readout; higher % means a stronger effect; in the data active = a potency from the dose series; inactive = the rest, 99 in 100 with inhibition below about 22%;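 note: plate controls were vehicle for no effect and reference inhibitor for full effect; many of its hits are not listed in these tables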
# HPDE-C7K KRASV12 = cytotoxicity in KRAS-transformed pancreatic duct cells, primary screen, cell-based, fluorescence, HTS (AID 431). 1.7% of 63,000 active. HPDE-C7K KRASV12 cells, Alamar Blue viability, 48 h; higher % means a stronger effect. one-dose cytotoxicity, % at 10 µM; EC50 in µM for titrated hits;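 active = compounds whose percent cytotoxicity in the single-dose primary screen, scaled between solvent and toxic-drug controls, exceeds 50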;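 note: 0% = DMSO solvent wells and 100% = doxorubicin-treated wells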
# HPDE-C7 viability = HPDE-C7 pancreatic duct cell viability loss – fluorescence, HTS (AID 430) | HPDE-C7 pancreatic duct cells viability, fluorescence; higher % means a stronger effect | cytotoxicity, % at 10 µM, or EC50 in µM where a hit was titrated | 1.8% of 63,000 active;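 note: cells exposed to compound for 48 hours before viability readout; 0% = vehicle and 100% = reference cytotoxic drug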
# PMK inhibit pilot replicates = also measured in PMK inhibit; calls as there; inhibition, %; measured here: pilot screen replicates
# MK inhibit pilot replicates = recorded beside MK inhibit, whose call it bears; inhibition, %; measured here: pilot screen replicates
# DPM-DC inhibit pilot screen % = further read-out of DPM-DC inhibit, marked with its call; inhibition, %; measured here: pilot screen trials
# * hit, by the source's call; i = inactive; . = not tested or not shown. Cut-off read from the data, not from the text of the source, unless noted: active = cytotoxicity above about 50%; inactive = the rest. An unsorted share of the library; any-hit rate near 3.6%.
SMILES,LYP inhibition,DPM-DC inhibit,MK inhibit,PMK inhibit,Bfl-1 displacement,HT1080 viability,Alkaline phosphatase,HPDE-C7K KRASV12,HPDE-C7 viability,others
O=C(c1ccco1)n1nc(-c2ccc(Cl)cc2)nc1NCc1ccco1,6%,i,5,0,-8%,1%,16%,-10%,-6%,
CCOC(=O)N1CCC(NC(=O)CCN2C(=O)COc3ccccc32)CC1,8%,i,0,18,-5%,7%,10%,-2%,2%,PMK inhibit pilot replicates=3.0;MK inhibit pilot replicates=2.0;DPM-DC inhibit pilot screen %=1.5
O=C(O)C1CCN(C(=O)NC2CCCCC2)CC1,-8%,i,0,2,-3%,4%,-3%,-13%,-15%,
CCOC(=O)Cc1csc(NC(=O)COc2ccc(N(C)S(=O)(=O)c3cccs3)cc2)n1,.,i,10,0,4%,-3%,-6%,4%,-8%,
CCOC(=O)CCc1nc2ccccc2[nH]c1=O,.,i,5,12,-1%,6%,1%,.,.,
O=C(Oc1ccc(Cl)c2cccnc12)N1CCOCC1,6%,i,4,10,-2%,3%,12%,6%,10%,
CCCCc1c(O)n2c(nc3ccccc32)[nH]c1=O,2%,i,4,0,-3%,.,21%,-9%,6%,
Cc1onc(-c2ccccc2)c1C(=O)N1CCCN(C(=O)c2c(-c3ccccc3)noc2C)CC1,-3%,i,3,0,1%,10%,-3%,-5%,-5%,
Cc1cc(C)nc(NCC(O)CNc2ccccc2Cl)n1 (stereo not drawn),-3%,i,3,0,-5%,.,9%,.,.,
O=C(O)c1ccc(CN(c2ccccn2)S(=O)(=O)c2ccccc2)cc1,2%,i,5,3,-4%,3%,5%,11%,2%,
COC(=O)C1C(=O)CC(C)(O)C(C(=O)OC)C1c1ccc2c(c1)OCO2 (stereo not drawn),11%,i,5,9,5%,2%,14%,-8%,-7%,
CN(C(=O)c1ccncc1)c1nnc(-c2cccnc2)s1,2%,i,0,12,2%,7%,10%,6%,3%,
O=C(NC1CCCCCCC1)C1CCC(CNc2c(N3CCCC3)c(=O)c2=O)CC1 (stereo not drawn),-6%,i,11,16,4%,0%,10%,-7%,-5%,
O=C(C1CCN(S(=O)(=O)N2CCOCC2)CC1)N1CCN(Cc2ccc3c(c2)OCO3)CC1,.,i,4,18,1%,10%,2%,-5%,-14%,
Cc1ccc(S(=O)(=O)NCC(c2cccnc2)N(C)C)cc1 (stereo not drawn),5%,i,2,0,-7%,-5%,9%,5%,1%,PMK inhibit pilot replicates=3.0;MK inhibit pilot replicates=0.0;DPM-DC inhibit pilot screen %=2.5
Cc1nnc(NC(=O)CCSc2ccccc2)s1,7%,i,5,3,-3%,3%,12%,-4%,-6%,
Cc1ccc(S(=O)(=O)NCC2CCC(C(=O)NCCCN3CCOCC3)CC2)cc1 (stereo not drawn),1%,i,1,0,-11%,-1%,7%,-17%,-26%,PMK inhibit pilot replicates=0.0;MK inhibit pilot replicates=5.0;DPM-DC inhibit pilot screen %=5.5
Cc1cc(NC(=O)CSCCc2ccncc2)no1,.,i,7,10,4%,2%,1%,4%,2%,
Cc1cc(C)n2nc(C(=O)OCC(=O)c3cc(C)n(C)c3C)nc2n1,12%,i,2,19,4%,-1%,3%,-17%,-14%,
COc1cc(NC(=O)Nc2cccc(Cl)c2)c(OC)cc1NC(=O)CN1CCCCC1,0%,i,3,12,-4%,4%,21%,90%*,83%*,PMK inhibit pilot replicates=1.5;MK inhibit pilot replicates=0.0;DPM-DC inhibit pilot screen %=0.5

# Quoted at random: 2 compounds from above
SMILES,LYP inhibition,DPM-DC inhibit,MK inhibit,PMK inhibit,Bfl-1 displacement,HT1080 viability,Alkaline phosphatase,HPDE-C7K KRASV12,HPDE-C7 viability,others
Cc1ccc(S(=O)(=O)NCC2CCC(C(=O)NCCCN3CCOCC3)CC2)cc1 (stereo not drawn),1%,i,1,0,-11%,-1%,7%,-17%,-26%,PMK inhibit pilot replicates=0.0;MK inhibit pilot replicates=5.0;DPM-DC inhibit pilot screen %=5.5
O=C(NC1CCCCCCC1)C1CCC(CNc2c(N3CCCC3)c(=O)c2=O)CC1 (stereo not drawn),-6%,i,11,16,4%,0%,10%,-7%,-5%,

# (further entries)
SMILES,LYP inhibition,DPM-DC inhibit,MK inhibit,PMK inhibit,Bfl-1 displacement,HT1080 viability,Alkaline phosphatase,HPDE-C7K KRASV12,HPDE-C7 viability,others
C=CCOc1ccc(C2C(C(=O)c3ccco3)=C(O)C(=O)N2CCCN(CC)CC)cc1 (stereo not drawn),12%,i,9,11,-2%,12%,7%,-20%,-5%,
O=C(CCCc1nc(-c2ccc(Cl)cc2)no1)N1CCOCC1,10%,i,10,13,0%,1%,12%,-4%,-2%,
COC(=O)c1cc(OC)c(OC)c(OC)c1NC(=O)c1ccc(S(=O)(=O)N(C)C)cc1,-10%,i,9,2,-3%,-1%,7%,9%,0%,
CCn1c(SCC(=O)N2CCOCC2)nc2c(c1=O)SC(C)C2 (stereo not drawn),.,i,0,18,-5%,-9%,13%,-12%,-20%,PMK inhibit pilot replicates=1.0;MK inhibit pilot replicates=0.0;DPM-DC inhibit pilot screen %=0.0
O=C(NCCCN1CCOCC1)c1ccco1,.,i,8,0,2%,17%,2%,-14%,-20%,
C[N+](C)(C)CCNC(=O)c1c(O)c2c([nH]c1=O)CCCC2,7%,i,10,6,1%,-9%,15%,-1%,-5%,
Cc1cccc(C)c1NC(=O)Nc1cccs1,4%,i,4,6,-6%,7%,3%,0%,-5%,
Cc1cccc(C)c1OCC(O)Cn1ccnc1C (stereo not drawn),12%,i,3,8,-2%,-8%,2%,-18%,-16%,
COc1ccc(OC)c(CNC(=O)C2CCN(C(=O)N(C)C)CC2)c1,14%,i,0,10,40%,7%,8%,-2%,1%,
NS(=O)(=O)c1ccc(S(=O)(=O)NCCc2ccccc2)cc1,.,i,6,6,-5%,-9%,3%,-2%,-8%,
Cc1cc2ncn(-c3ncnc4sc(C)c(C)c34)c2cc1C,-4%,i,9,2,-3%,35%,16%,28%,24%,
Cc1ccc(CSc2nnc(-c3ccco3)n2N)cc1,-9%,i,9,14,5%,9%,-3%,-22%,-7%,
CC(C)(C)OC(=O)N1CCC(c2c(C(=O)O)cnn2-c2ccccc2)CC1,4%,i,10,16,-6%,6%,8%,-18%,-3%,
O=C(NCCCN1CCOCC1)c1ccc(CNS(=O)(=O)c2ccc(F)cc2)cc1,12%,i,3,4,-2%,0%,8%,0%,-21%,
Cc1ccc(CNC(=O)c2ccc(NS(=O)(=O)c3c(C)noc3C)cc2)cc1,.,i,8,5,-4%,-1%,10%,2%,-2%,
CN(C)S(=O)(=O)N1CCc2ccccc21,-9%,i,1,4,-4%,13%,10%,-16%,-14%,
Cc1ccccc1-n1nc2c(c1NC(=O)COc1ccc(Cl)cc1)CS(=O)C2 (stereo not drawn),5%,i,2,4,-12%,0%,9%,11%,10%,
O=C(Nc1ccc(CN2CCOCC2)cc1)c1cc2ccccc2o1,-3%,i,2,0,4%,9%,8%,6%,0%,
COc1ccc(S(=O)(=O)c2ccc(OC)c(OC)c2)cc1OC,16%,i,6,9,-5%,-6%,9%,2%,-7%,
COc1cccc(C(c2nnnn2Cc2ccco2)N2CCN(c3cccc(C)c3C)CC2)c1OC (stereo not drawn),.,i,8,8,-6%,30%,2%,8%,7%,
CC(NC(=O)c1ccnc(C(C)(C)C)c1)c1ccccc1 (stereo not drawn),-1%,i,4,7,4%,2%,4%,-12%,-19%,
O=C(CCNS(=O)(=O)c1ccc(Cl)cc1)N1CCC2(O)CCCCC2C1 (stereo not drawn),.,i,3,12,13%,6%,-10%,-29%,-21%,
O=C(CCCn1c(=S)[nH]c2ccccc2c1=O)NCc1ccco1,-1%,i,6,7,-5%,-4%,11%,-11%,-8%,
Cn1c(C(=O)NCCCN2CCCCCC2)cc2c(=O)n(C)c3ccccc3c21,2%,i,8,7,5%,-4%,6%,19%,7%,PMK inhibit pilot replicates=1.5;MK inhibit pilot replicates=1.0;DPM-DC inhibit pilot screen %=8.0
CCOc1cc(C2c3c(n[nH]c3C)C(=O)N2c2ccc(Br)cc2)ccc1O (stereo not drawn),-1%,i,0,5,2%,7%,-8%,22%,15%,PMK inhibit pilot replicates=6.0;MK inhibit pilot replicates=0.0;DPM-DC inhibit pilot screen %=0.0
COc1ccc(C2C(C#N)=C(N)Oc3n[nH]c(C)c32)cc1CSc1ccccn1 (stereo not drawn),-1%,i,1,10,-7%,-10%,13%,16%,5%,
O=C1COc2ccc(C(=O)CSc3nnc(Cc4cccs4)n3-c3ccccc3)cc2N1,19%,i,0,0,-8%,-7%,9%,-1%,15%,
CCC1CCCCN1C1Sc2ccc(C(=O)OC)cc2NC1=O (stereo not drawn),10%,i,0,9,-10%,9%,10%,-6%,-13%,
CSc1nc(Oc2ccc(=O)[nH]n2)nc(N(C)C)n1,7%,i,0,0,-5%,7%,15%,-6%,-3%,
COc1ccc(S(=O)(=O)Cc2ccc(C(=O)NCc3ccco3)o2)cc1,-31%,i,2,14,6%,-8%,3%,-9%,-1%,

# Arranged by formula weight (largest number first): 11 of the compounds above.
SMILES,LYP inhibition,DPM-DC inhibit,MK inhibit,PMK inhibit,Bfl-1 displacement,HT1080 viability,Alkaline phosphatase,HPDE-C7K KRASV12,HPDE-C7 viability,others
O=C(CCNS(=O)(=O)c1ccc(Cl)cc1)N1CCC2(O)CCCCC2C1 (stereo not drawn),.,i,3,12,13%,6%,-10%,-29%,-21%,
Cc1ccc(CNC(=O)c2ccc(NS(=O)(=O)c3c(C)noc3C)cc2)cc1,.,i,8,5,-4%,-1%,10%,2%,-2%,
Cn1c(C(=O)NCCCN2CCCCCC2)cc2c(=O)n(C)c3ccccc3c21,2%,i,8,7,5%,-4%,6%,19%,7%,PMK inhibit pilot replicates=1.5;MK inhibit pilot replicates=1.0;DPM-DC inhibit pilot screen %=8.0
COc1ccc(OC)c(CNC(=O)C2CCN(C(=O)N(C)C)CC2)c1,14%,i,0,10,40%,7%,8%,-2%,1%,
NS(=O)(=O)c1ccc(S(=O)(=O)NCCc2ccccc2)cc1,.,i,6,6,-5%,-9%,3%,-2%,-8%,
O=C(CCCc1nc(-c2ccc(Cl)cc2)no1)N1CCOCC1,10%,i,10,13,0%,1%,12%,-4%,-2%,
Cc1ccc(S(=O)(=O)NCC(c2cccnc2)N(C)C)cc1 (stereo not drawn),5%,i,2,0,-7%,-5%,9%,5%,1%,PMK inhibit pilot replicates=3.0;MK inhibit pilot replicates=0.0;DPM-DC inhibit pilot screen %=2.5
Cc1ccc(CSc2nnc(-c3ccco3)n2N)cc1,-9%,i,9,14,5%,9%,-3%,-22%,-7%,
Cc1cccc(C)c1OCC(O)Cn1ccnc1C (stereo not drawn),12%,i,3,8,-2%,-8%,2%,-18%,-16%,
O=C(O)C1CCN(C(=O)NC2CCCCC2)CC1,-8%,i,0,2,-3%,4%,-3%,-13%,-15%,
CCOC(=O)CCc1nc2ccccc2[nH]c1=O,.,i,5,12,-1%,6%,1%,.,.,
